M1 antag = antagonists of rat M1 muscarinic receptor | CHO-M1 cells, Fluo-4 calcium, ACh EC80 antagonist mode; hits give low values | B-score at 10 µM | hit rate 3.4% among 64,000 | AID 628, 2007;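 active = calcium fluorescence response, raw or row-and-column corrected B-score, differing from the plate sample mean either way at a set confidence level, mostly lower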
TNAP act DEA = human TNAP enzyme activators, primary screen, biochemical, luminescent, intermediate phosphate acceptor level. purified TNAP, CDP-star luminescence, 100 mM DEA, 30 min; hits give high values; scale: 0 levamisole-inhibited, 1 vehicle-only enzyme. activation factor at 20 µM. 64,000 tested, under 10 active. AID 813, 2007;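 active = activation factor of at least 2 at 20 µM, relative to controls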
NADH enzymes = inhibitors of PK/LDH coupling enzymes, profiling panel, artefact control, biochemical, MLSMR library; coupled PK/LDH NADH assays, four targets; IC50, µM (top dose mostly 10 µM), without a hit: at the highest dose inhibition; hit rate 0.02% among 65,000;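 active = single-dose screening hits from any of four coupled enzyme assays that gave an IC50 when retested across doses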;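 also: the DPM-DC format reads NADH fluorescence rather than 340 nm absorbance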
SF-1 act = activators of human SF-1, primary screen, cell-based, CHO-K1, Gal4-SF-1 LBD, luciferase luminescence | Steroidogenic factor 1 (Homo sapiens), Q13285 | CHO-K1 Gal4-SF-1 LBD luciferase reporter; % increase over DMSO SF-1-specific signal | activation, % at 10 µM | hit rate 1.9% among 65,000;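 active = activation above the mean activation of all tested compounds plus 3 SD, cut at about 50% in these data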
Target sequence (Q13285 whole entry, looked up, the tested form may be a part): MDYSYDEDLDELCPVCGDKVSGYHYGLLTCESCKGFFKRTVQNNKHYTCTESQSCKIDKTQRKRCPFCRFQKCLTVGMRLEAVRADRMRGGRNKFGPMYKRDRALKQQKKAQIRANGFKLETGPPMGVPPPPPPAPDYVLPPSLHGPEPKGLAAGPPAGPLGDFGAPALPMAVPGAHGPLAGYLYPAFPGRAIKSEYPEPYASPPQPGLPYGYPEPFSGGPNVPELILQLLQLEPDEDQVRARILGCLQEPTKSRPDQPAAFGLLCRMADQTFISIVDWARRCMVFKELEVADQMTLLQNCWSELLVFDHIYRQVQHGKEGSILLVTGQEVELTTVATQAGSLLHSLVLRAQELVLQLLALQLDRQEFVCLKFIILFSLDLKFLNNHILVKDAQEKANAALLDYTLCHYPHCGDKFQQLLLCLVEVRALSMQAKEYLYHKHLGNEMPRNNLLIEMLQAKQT
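material = CHO-K1 cells with Gal4–hSF-1 LBD chimera plus Gal4-driven luciferase | compound = 10 µM single point, 1% DMSO | incubation = 20 h compound exposure at 37 °C after 1 h cell settling | measured by = SteadyLite luciferase luminescence | evaluation = percent activation relative to DMSO median and mock-transfected background | control set = DMSO negative control and −SF1 background wells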
E coli RNAP = E. coli RNAP inhibitors, biochemical; DNA-directed RNA polymerase subunit beta (Escherichia coli (strain K12)), P0A8V2; E. coli RNA polymerase, fluorescence transcription assay; inhibition, %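 (tested at 10 µM)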; hit rate 0.2% among 62,000; AID 559, 2006; in the data active = inhibition above about 20%;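 also: 0% = enzyme without compound and 100% = no enzyme blank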
RORA act = activators of orphan receptor RORA, primary screen, cell-based, luminescence; AID 560, 2006; CHO-K1 Gal4-RORA LBD luciferase reporter; percent increase over mock-subtracted basal signal; hit rate 1.5% among 65,000; activation, % at 10 µM;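 active = activation above the mean of all tested compounds plus 3 SD, cut at about 49% in these data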;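 also: 0% = DMSO-treated RORA cells and 100% = added signal equal to DMSO minus mock-transfected cells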
Target sequence (P35398 whole entry, looked up, the tested form may be a part): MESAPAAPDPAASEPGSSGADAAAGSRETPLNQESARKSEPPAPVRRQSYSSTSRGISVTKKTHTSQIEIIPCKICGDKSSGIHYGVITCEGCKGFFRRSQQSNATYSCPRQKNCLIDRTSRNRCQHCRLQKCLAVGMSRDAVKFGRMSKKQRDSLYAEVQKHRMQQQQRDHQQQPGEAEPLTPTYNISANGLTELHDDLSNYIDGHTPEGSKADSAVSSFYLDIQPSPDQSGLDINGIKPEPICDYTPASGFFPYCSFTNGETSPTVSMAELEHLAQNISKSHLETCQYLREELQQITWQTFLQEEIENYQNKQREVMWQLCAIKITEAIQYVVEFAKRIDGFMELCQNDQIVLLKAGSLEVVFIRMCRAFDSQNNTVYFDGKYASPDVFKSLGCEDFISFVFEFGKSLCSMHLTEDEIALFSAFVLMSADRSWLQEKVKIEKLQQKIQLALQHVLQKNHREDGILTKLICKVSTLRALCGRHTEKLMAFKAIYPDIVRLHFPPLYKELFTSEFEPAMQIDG
M1 agonist = M1 muscarinic receptor agonists, primary screen, CHO-M1 cells, Fluo-4 calcium, agonist mode | Muscarinic acetylcholine receptor M1 | Fluo-4 calcium fluorescence; hits give high values | B-score at 10 µM | hit rate 3% among 64,000 | AID 626, 2007;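 active = fluorescence rise, raw or as B-score row- and column-corrected plate score, outside the 99.7% band of its plate's samples, either direction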
tolC growth inh = growth inhibitors of E. coli tolC mutant, primary screen, strain BW25113 ΔtolC::kan, 384-well; OD615; growth inhibition, % at 10 µM (by protocol); hit rate 2.2% among 65,000; AID 573, 2007;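 active = growth inhibition at or above a cutoff equal to the mean over every tested compound plus 3 SD, cut at about 60% in these data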;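 also: growth measured after 20 h incubation at 37 °C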
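signal = optical density read at 615 nm | test system = E. coli ΔtolC::kan strain BW25113 | timing = 20 h compound exposure of bacteria at 37 °C | buffer or medium = LB medium plus 50 µg/mL kanamycin | compound dosing = 10 µM final, single dose | evaluation = % inhibition of E. coli growth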
Fluor 339 460 = intrinsic fluorescence of library compounds, ex339/em460 – biochemical, MLSMR library, data from DPM-DC assay, artefact control, profiling panel; AID 709, 2007; fluorescence fold increase at 10 µM; hit rate 5.5% among 65,000; compound autofluorescence, ex339/em460 nm, NADH buffer; hits give high values; 1 = no-compound wells, NADH background;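 active = at 10 µM, mean starting fluorescence two-fold or more over control wells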;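 also: signal is the first read of a kinetic run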
The depositor's hits bear a star; · = no result given; [ ] = remark or other dose.

SMILES,M1 antag,TNAP act DEA,NADH enzymes,SF-1 act,E coli RNAP,RORA act,M1 agonist,tolC growth inh,Fluor 339 460
CCN(CCCNC(=O)C1CCN(S(=O)(=O)c2cnc[nH]2)CC1)c1ccccc1,0.144,1,9.0%,-3.2,3.7,-9.7,-0.957,-29.0,1.04
CN1C(=O)CSc2ccc(C(=O)O)cc21,0.00361,1,0.0%,-8.7,4.0,-21.8,0.328,-7.2,1.1
CCCS(=O)(=O)N1CCC(C(=O)NCCCOC)CC1,-0.426,0.9,4.0%,-12.7,1.3,2.5,0.608,-22.1,1.07
Cc1cc(C(=O)CSc2nnc(-c3cccnc3)n2-c2ccccc2F)c(C)n1C,-0.576,0.9,4.0%,10.8,-8.7,-12.6,0.398,14.3,1.09
Cc1cc(C)c2c(CN3CCN(C/C=C/c4ccccc4)CC3)cc(=O)oc2c1,-3.6*,0.9,4.0%,-7.8,9.6,14.9,-0.859,35.6,1.07
CCn1c(CSc2nnc(-c3ccc4c(c3)OCO4)o2)nc2cc(S(=O)(=O)N(C)C)ccc21,·,0.9,6.0%,-5.4,7.8,-19.1,·,8.7,1.16
CCn1c(C(=O)N2CCC(C(=O)NCc3ccc4c(c3)OCO4)CC2)cc2sccc21,-0.232,0.9,1.0%,-6.3,1.7,-19.6,1.37,5.8,1.08
COCCNC(=O)COc1ccccc1Cl,-1.25,0.9,7.0%,22.1,11.8,9.3,-0.0696,-13.7,1.05
CCOc1ccc(CSC(CC(=O)O)C(=O)O)cc1 (stereo not drawn),0.0636,0.9,1.0%,1.2,9.1,3.0,-0.0456,5.6,1.01
CCCN(c1nc(C)cc(OC)n1)S(=O)(=O)c1ccccc1,0.106,0.9,7.0%,-5.5,12.6,5.1,0.882,16.9,1.05
COc1ccc(-c2noc(CCC(=O)NCCN(C)Cc3ccccc3)n2)cc1,-0.742,1.1,4.0%,2.8,8.4,-2.6,0.134,-3.5,1.14
c1coc(CNc2nc3sc4c(c3c3ncnn23)CCCC4)c1,-0.703,0.9,1.0%,7.0,-2.0,7.5,-0.353,-0.6,1.05
COc1ccc(N2CCN(C(CNC(=O)C3CCCCC3)c3cccnc3)CC2)cc1 (stereo not drawn),-2.88*,0.9,8.0%,15.6,3.2,-9.4,-1.31,-8.5,1.12
COc1ccc(S(=O)(=O)N2CCC(C(=O)c3ccc4c(c3)OCCO4)CC2)cc1,0.252,0.9,2.0%,-1.1,9.5,-23.1,0.578,24.4,1.07
Cn1nc(C(=O)NCCN2CCOCC2)c2ccccc2c1=O,-0.0389,0.8,5.0%,-10.1,3.0,-5.7,-1.55,-12.5,1.1
CC(=O)Nc1ccc(C(=O)NC2CCCC2)cc1,-0.483,0.9,0.0%,14.7,3.8,-3.6,0.0313,-9.9,1.15
COc1ccc(C2C(C(=O)c3ccco3)=C(O)C(=O)N2CCc2ccccc2)cc1OC (stereo not drawn),0.344,1,3.0%,-11.9,7.9,-2.7,-0.0643,6.3,1.07
Cc1nc(Nc2ccc3c(c2)OCCO3)c2oc3ccccc3c2n1,-1.05,1,·,8.2,9.3,14.6,4.2,·,·
CCOc1c(Br)cc(CNc2ncn[nH]2)cc1OC,-0.689,1,9.0%,-6.3,6.5,-5.7,-1.01,-0.7,1.09
Cc1nc(Sc2nnnn2C)c2c3c(sc2n1)CCC3,-0.708,0.9,11.0%[fluoresces],6.2,1.8,-27.4,-0.0262,-6.3,2.12*
O=C(CC1=NC2(CCCC2)Cc2ccccc21)N1CCOCC1,-0.104,0.9,4.0%,-1.0,2.8,-20.2,0.0988,0.0,1.06
O=S(=O)(Nc1nc2ccccc2nc1NCCN1CCOCC1)c1cccc(Cl)c1,-0.0483,0.9,10.0%,15.4,5.9,-6.3,-0.0795,·,1.18
COc1ccc(C(=O)c2ccc(OC)cc2O)c(O)c1,-0.126,0.8,10.0%,8.4,·,-12.5,0.345,13.8,0.96
Nc1c(C(=O)NCc2ccco2)nnn1-c1ccccc1,0.0547,1,0.0%,55.3*,-3.1,8.6,-0.25,-11.4,1.11
COc1cccc(C(=O)Nc2ccc(-c3nc4ccccc4o3)c(O)c2)c1,-0.00468,0.9,8.0%[fluoresces],14.5,4.8,45.5,-0.0334,19.1,2.12*
CCOc1ccccc1CNC(=O)c1cc2occc2n1C,-0.00208,0.9,4.0%,-6.9,10.7,-3.1,0.0865,10.8,1.15
COc1ccccc1C(c1nnnn1CS(=O)(=O)c1ccc(C)cc1)N1CCSCC1 (stereo not drawn),-0.0574,0.9,6.0%,18.1,4.6,-7.0,0.728,6.8,1.11
CC(=O)Cc1nsc(NC(=O)c2ccccc2)n1,0.201,1,5.0%,15.7,2.3,28.0,0.0652,-12.6,1.06
CS(=O)(=O)N(CC(=O)N1CCN(c2ccccc2F)CC1)c1ccc2c(c1)OCCO2,0.47,1,7.0%,-0.7,2.8,5.5,-1.47,5.3,1.06
CCO/C=N/c1c(C#N)c2c(c(=S)n1C)COC(C)(C)C2,-1.62,0.9,8.0%,3.8,4.2,1.6,1.15,2.0,1.01
CC1(C(=O)NCc2cccnc2)CCC(=O)N1CCc1ccccc1 (stereo not drawn),1.03,0.9,10.0%,-3.8,2.1,29.1,0.506,-9.9,1.02
CCCn1c(NC(=O)c2ccc(C)cc2)nc2ccccc21,0.925,0.9,2.0%,32.4,1.5,19.1,-0.427,0.5,1.27
CCOC(=O)C1Cc2cc3c(cc2C1=O)CC(C(=O)OCC)C3=O (stereo not drawn),0.497,0.9,1.0%[fluoresces],18.3,2.2,-10.3,-1.33,-5.2,3.73*
COc1cc2c(cc1OC)C(C)N(C(=O)C1COc3ccccc3O1)CC2 (stereo not drawn),-0.762,0.9,0.0%,-7.2,3.0,1.5,1.33,8.9,1.03
CN1CCc2c(sc3nc(SCC(N)=O)n(-c4ccccc4)c(=O)c23)C1,-0.0704,0.9,5.0%,-7.4,7.6,5.0,-0.158,-11.9,1.5
Cc1cc(N2CCC(C(=O)N3CCN(c4cccc(C)c4C)CC3)CC2)n2ncnc2n1,0.336,0.9,1.0%,1.7,4.1,1.8,1.9,30.7,1.02

Quoted from the listing.
Value for CCOc1ccccc1CNC(=O)c1cc2occc2n1C in TNAP act DEA: 0.9
Value for CC1(C(=O)NCc2cccnc2)CCC(=O)N1CCc1ccccc1 (stereo not drawn) in SF-1 act: -3.8

Remaining list, next part.
SMILES,M1 antag,TNAP act DEA,NADH enzymes,SF-1 act,E coli RNAP,RORA act,M1 agonist,tolC growth inh,Fluor 339 460
COc1ccc2nc3sc(C(=O)N4CCN(C)CC4)cc3cc2c1,-0.0675,0.9,7.0%,-0.1,-1.6,-7.1,-0.0803,-4.0,2.67*
CCCc1ncc(C(O)c2cccc3ccccc23)n1C (stereo not drawn),-2.69,0.9,6.0%,-23.9,2.8,-19.0,-0.574,4.1,1.05
Cc1nc(NCc2ccco2)nc2c1C(=O)CC(C)C2 (stereo not drawn),0.35,0.9,4.0%,-3.4,3.0,-4.4,0.845,-4.4,1.08
COC(=O)CCC(=O)Nc1nc(-c2ccccc2)cs1,-0.303,0.8,4.0%,11.0,6.3,18.8,-0.47,-16.4,1.08
COC(=O)C1CCN(C(c2cccs2)c2sc3nc(C)nn3c2O)CC1 (stereo not drawn),-0.482,0.9,5.0%,-3.3,-1.2,-15.8,-0.626,-19.2,1.08
Cc1c(C(=O)N2CCCCC2)sc(NC(=O)C(C)C)c1C#N,-0.174,0.9,8.0%,19.8,4.0,8.0,0.132,-4.9,1.06
O=C(Nc1ccccc1C(=O)Nc1ccccc1C(=O)NCc1ccco1)c1ccco1,-0.5,0.9,5.0%,-3.4,5.9,-18.5,0.151,-1.2,2.31*
O=C(CCc1nc(-c2ccccc2F)no1)NCCN1CCOCC1,-0.244,1,4.0%,5.6,2.2,-7.7,0.738,-20.2,1.09
N#CCCn1nc(-c2ccccc2)cc1-n1c(C(F)(F)F)nc2ccccc21,-0.247,1,2.0%,-3.4,-1.7,16.8,-0.0818,8.9,1
CCOc1ccc(NC(=O)c2ccccc2O)cc1,0.00278,1,2.0%,-5.5,2.7,-8.3,-1.73,9.1,1.11
C=CCn1c(N)c(C(=O)NC2CCCCC2)sc1=S,0.582,0.9,4.0%,14.2,0.0,-2.4,0.436,9.8,1.09
O=C(CN(Cc1ccccc1)S(=O)(=O)c1ccc2c(c1)OCCO2)Nc1ccc2c(c1)OCCO2,-0.23,0.9,2.0%,23.5,5.2,-17.4,1.53,23.8,1.05
COC(=O)c1cc(NCc2ccccc2F)ccc1N1CCOCC1,-0.0602,1,13.0%,-4.1,5.8,-1.1,-0.84,·,1.82
COc1ccc(S(=O)(=O)Nc2c(C)ccc3nsnc23)cc1OC,-0.748,0.9,3.0%,-7.7,7.9,-1.1,0.308,-0.5,1.14
CCCn1c(C(O)c2cc(OC)ccc2OC)nc2ccccc21 (stereo not drawn),0.138,0.9,5.0%,-3.7,5.1,-26.6,1.8,5.1,1.04
CSc1ccccc1NC(=O)c1cc(CC(C)C)on1,-1.1,0.8,6.0%,21.7,8.8,11.8,0.228,13.8,0.9
O=S(=O)(Nc1cc(Cl)ccc1N1CCCCC1)c1cccs1,0.122,0.9,8.0%,2.1,1.9,4.5,-0.212,62.0*,1.08
COc1cc(C2C(C(=O)c3ccco3)=C(O)C(=O)N2CCc2ccccc2)ccc1O (stereo not drawn),-1.36,1,5.0%,2.6,4.7,-17.6,88.9*,24.5,1.09
CCOc1ccc(S(=O)(=O)Nc2cccc(Cl)c2)cc1,-0.559,0.9,2.0%,0.7,3.0,12.3,1.6,73.1*,1
Cn1ncc2c1ncn1c(-c3ccccc3Cl)nnc21,1.29,0.4,2.0%,-1.6,5.7,22.8,0.53,-22.7,1.11
CC(NC(=O)c1ccnc(C(C)(C)C)c1)c1ccccc1 (stereo not drawn),0.521,1,4.0%,-2.3,7.8,16.5,-0.239,5.6,1.11
O=C(c1cc(-c2ccc(F)cc2)on1)N1CCCC1,0.835,1,7.0%,-6.2,5.2,-9.7,0.824,-12.9,0.94
COc1ccc(N2CCN(Cc3cc(=O)oc4ccc5ccccc5c34)CC2)cc1,0.836,0.9,11.0%,4.2,4.9,-2.1,0.497,11.6,1.26
Cc1ccc(SCCNS(C)(=O)=O)cc1,-0.302,0.9,1.0%,8.5,5.9,4.8,-0.787,-6.7,1.16
CCOC(=O)CSc1nnc2n(Cc3ccccc3)c(=O)c3c4c(sc3n12)CCC4,-0.077,0.9,4.0%,1.7,9.1,-1.2,-0.766,6.2,1.07
